HT1080 IDH1KD tx: toxicity to HT-1080 IDH1 knockdown cells (counter line); 360,000 tested, 2% active; HT-1080 IDH1 knockdown viability, ATP luminescence, 48 h; Potency, µM (titrated, usually from 46.1 µM), without a hit: at the top dose activity, negative = toxicity, hits mostly cytotoxic;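 note: potency is the fitted concentration of half-maximal effect; 0% = DMSO wells and -100% = cell-free medium wells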
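IDH1KD HT-1080 cells, 750/well, RPMI + 5% FBS; compound pinned after 2 h settling; 48 h, 37 °C; CellTiter-Glo luminescence; % activity normalised to DMSO and no-cell wells; curves fitted, classed by r2 and efficacy.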
KB-3-1 tox: KB-3-1 parental cell cytotoxicity; KB-3-1 viability, CellTiter-Glo ATP luminescence, 72 h; Potency, µM (series often up to 46.1 µM), for the others: at the top dose activity change, negative = cytotoxic, hits mostly cytotoxic; 400,000 tested, 1.4% active; note: potency is the fitted concentration of half-maximal effect; % is set by controls: 0 for no effect and ±100 for the full control effect; nearly all actives have a fitted effect of over 60% in size
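KB-3-1 cells, DMEM (no phenol red) + 10% FBS; compound by pin transfer, 72 h, 37 °C. Readout: CellTiter-Glo luminescence after 10 min. Data normalized, curve-fitted.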
KB-V1 cytotox: KB-V1 MDR subline cytotoxicity; KB-V1 MDR cells viability, CellTiter-Glo, 72 h; Potency, µM (titrated, usually from 46.1 µM), for inactives: top-dose activity change, negative = cytotoxicity, hits mostly cytotoxic; 400,000 tested, 3.4% active; AID 1347076; note: potency is the fitted concentration of half-maximal effect; % is set by controls: 0 for no effect and ±100 for the full control effect; nearly all actives have a fitted effect of over 60% in size
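KB-V1 cells (P-gp-expressing MDR subline of KB-3-1) in phenol-red-free DMEM with 10% FBS were exposed to library compounds over a concentration series for 72 h at 37 degrees C. Viability read by CellTiter-Glo luminescence; concentration-effect curves fitted after normalization.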
IL1B secr inh: inhibitors of inflammasome signaling (IL-1 beta secretion); THP-1 LPS/ATP IL-1B secretion, AlphaLISA, 16 h; active compounds read low; activity change, % at 57.5 µM; 360,000 tested, 4.7% active; AID 743279; in the data active = activity change below about -50%; inconclusive = mostly about -30% to -49%; note: % is set by controls: 0 for no effect and ±100 for the full control effect
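THP-1 cells pretreated 1 hr with compounds (up to 57.5 uM final), then stimulated with LPS (250 ng/mL final) plus ATP (1.25 mM final); secreted IL-1B measured by AlphaLISA after 16 hr, decreased signal indicating inhibition.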
S2 tox: cell viability loss in ATXN counter-screen; S2 cells (HEK-293 line with an ATXN2-luciferase reporter) viability, CellTiter-Fluor protease fluorescence, 24 h; Potency, µM (titrated, usually from 56.7 µM), hits mostly cytotoxic; 400,000 tested, 0.49% active; note: potency is the fitted concentration of half-maximal effect; nearly all actives have a fitted effect of over 40% in size
HT1080-NT tox: kills 2HG-producing HT-1080-NT fibrosarcoma cells; HT-1080-NT fibrosarcoma viability, CellTiter-Glo ATP luminescence, 48 h; Potency, µM (titrated, usually from 46.1 µM), without a hit: at the highest dose activity, negative = less viability, usual class: cytotoxic; 360,000 tested, 1.6% active; AID 686970;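 note: NT is the 2HG producing partner of a matched IDH1 knockdown line; potency is the fitted concentration of half-maximal effect; 0% = DMSO-treated cells and -100% = media-only wells without cells; nearly all actives have a fitted effect of over 55% in size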
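HT-1080-NT; 750 cells/well; 5% FBS RPMI; 48 h compound, 37 degrees C; CellTiter-Glo luminescence; curve fitting and curve-class assignment.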
SW480 rereplic: induces DNA re-replication in SW480 colon adenocarcinoma cells; SW480 DNA re-replication, Hoechst DNA content imaging, 48 h; Potency, µM (highest dose often 46.1 µM), inactives show at the top dose re-replication activation, actives largely listed as activators; 340,000 tested, 1.8% active; AID 624297; note: potency is the fitted concentration of half-maximal effect; % of control where 0% means no effect; nearly all actives have a fitted effect of over 55% in size
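250 cells/well; 23 nL cpd via pin tool; 48 hr, 37 C, 5% CO2; Hoechst 40 min; imager read of total nuclear intensity, ex 405/em 500-530 nm.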
MCF10A rereplic: inducers of DNA re-replication in MCF 10A breast cells; 350,000 tested, 2.9% active; Potency, µM (doses to about 46.1 µM), for the others: at the highest dose activity, positive = re-replication, usual class: activators; MCF 10A DNA re-replication, Hoechst nuclear intensity, 48 h; note: potency is the fitted concentration of half-maximal effect; % of control where 0% means no effect; nearly all actives have a fitted effect of over 50% in size
ATXN2 expr inh: reduces ATXN2 reporter expression in HEK-293 cells | 360,000 tested, 0.72% active | HEK-293 ATXN2-luciferase reporter, luminescence, 24 h | AID 1745845 | Potency, µM (top dose mostly 57 µM), without a hit: at the top dose activity change, negative = inhibition, hits mostly inhibitors; note: potency is the fitted concentration of half-maximal effect; % is set by controls: 0 for no effect and ±100 for the full control effect; nearly all actives have a fitted effect of over 55% in size
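qHTS (up to 57 uM final) was run with 24 h compound exposure of reporter cells at 37 °C. Each well was multiplexed: SteadyGlo luminescence measured ATXN2-luciferase expression after a fluorogenic Gly-Phe-AFC viability readout (25 uM final).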
Active calls of the source: *; i = inactive; ? = inconclusive; nt = not tested or not shown; & = joins results of further samples; [ ] = dose if it differs, or a comment. Unless noted, calls come from the whole dose curve; as a rule, active = well fitted curve in the direction sought with a large enough effect; inconclusive = small, poorly fitted or top-dose-only effect, or another doubt; inactive = no such curve, though single readings can be large; an effect the other way counts as inactive or inconclusive.

SMILES	HT1080 IDH1KD tx	KB-3-1 tox	KB-V1 cytotox	IL1B secr inh	S2 tox	HT1080-NT tox	SW480 rereplic	MCF10A rereplic	ATXN2 expr inh
CCCc1ccc(S(=O)(=O)N/N=C\c2ccc3c(c2)OCO3)cc1	10%	-8%	11%	-20	i	11%	3%	?	-1%
CCN(CCNC(=O)Cn1cc2c(n1)CCCC2)c1ccccc1	13%	19%	7%	-3	i	6%	-3%	-5%	-2%
COCCNc1nc2cc(-c3ccsc3)sc2c(=O)n1C	-1%	-1%	-9%	6	i	-12%	nt	nt	-4%
COc1cccc(CNC[C@H]2O[C@@H](n3ccc(N)nc3=O)[C@H](O)[C@@H]2O)c1OCc1ccc(F)cc1Cl	-4%	0%	4%	0	i	4%	nt	nt	0%
Cc1cnc(C(=O)OCC(=O)N(Cc2ccccc2)C(C)C)cn1	11%	20%	?	-14	i	14%	-1%	-7%	0%
C[C@@H]1CN([C@@H](C)CO)C(=O)CCCn2cc(nn2)CO[C@H]1CN(C)S(=O)(=O)c1ccccc1C#N	-8%	0%	?	-13	i	-7%	nt	nt	-11%
Cc1ccc(C)c(N2CCN(C(=O)C3CCC3)CC2)c1	8%	-2%	0%	-10	i	4%	11%	0%	0%
CCc1c(C)sc(NC(=O)C2CCCO2)c1C#N (stereo not drawn)	0%	7%	2%	19	i	-5%	-3%	1%	9%
COc1ccc2[nH]c(=O)c(CN(Cc3cccs3)C(=S)NCC3CCCO3)cc2c1 (stereo not drawn)	0%	-9%	?	-4	i	7%	-14%	18%	nt
N#Cc1cn(CC(=O)N2CCc3ccccc3C2)c2ccccc12	0%	6%	0%	-14	i	-4%	-1%	-3%	-10%
O=C(CCCn1cc([N+](=O)[O-])cn1)N1CCCCC1	9%	3%	4%	0	i	-2%	0%	-2%	19%
O=C(c1ccco1)N(Cc1ccccc1)Cc1ccccn1	1%	5%	-1%	29	i	-4%	0%	-1%	-1%[11.3 µM]
CC(C)(C)C(=O)Cn1c[n+](N)cn1	10%	3%	6%	4	i	8%	1%	2%	-3%
Cc1cc(Nc2ccccc2C(=O)O)n2ncnc2n1	14%	5%	?	-11	i	1%	nt	nt	nt
COc1ccccc1NC(=O)Nc1nnc([C@H]2C[C@H](O)[C@@H](CO)O2)s1	9%	0%	3%	0	i	6%	nt	nt	2%
N/C(=N\N=C\c1ccc([N+](=O)[O-])cc1)c1nonc1N	22%	2%	0%	-8	i	25%	-11%	-4%	17%
Cc1ccc2nc(SC(C)C(=O)N3CCCC3)[nH]c2c1 (stereo not drawn)	-1%	-11%	3%	4	i	-6%	0%[9.22 µM]	-3%	40%[activator]
O=C(NCc1ccco1)C1CC(c2cc(C(F)(F)F)cc(C(F)(F)F)c2)=NO1 (stereo not drawn)	2.6µM*	4.1µM*	10µM*	70	i	5.8µM*	13µM*	6.5µM*	-7%
O=C1COc2ccc(NC(=O)N3CCN(c4ccc(F)cc4)CC3)cc2N1	17%	-4%	-23%	3	i	16%	-4%	13%	2%
Cc1ccc(OCCNC(=O)/C=C/c2ccccc2)cc1	2%	?	0%	58	i	?	1%	6%	0%
COc1ccc(NC(=O)CSc2ccc(-c3ccco3)nn2)cc1	-8%	25%	-27%	1	i	0%	-2%	13%	6%
COc1ccc(-c2cnc3cccnn23)cn1	7%	-1%	-27%	7	i	7%	nt	nt	37%[activator]
C/C(=N/NC(=O)c1cnccn1)c1ccncc1	-10%	5%	16%	-6	i	11%	-1%	-1%	-12%[11.3 µM]
CCN(CC)S(=O)(=O)c1cccc(-c2n[nH]c(=S)n2/N=C/c2ccc(OC(F)F)cc2)c1	-7%	3%	?	54	i	-4%	-3%	0%	-5%
O=C(Nc1cccc(C(F)(F)F)c1)c1cc(-c2ccco2)on1	10%	26%	-1%	-7	i	-4%	-8%	3%	6%
CC1(C)C(=Cc2ccccc2)C(=O)c2ccccc21	0%	8%	26%	-26	i	2%	nt	nt	nt
Nc1c(O)cccc1C(=O)O	-5%	-3%	19%	-24	i	-20%	2%	-18%	-25%
COCc1ccc(CN2CCCC(CO)(Cc3ccccc3C)C2)o1 (stereo not drawn)	-7%	-5%	?	13	i	-8%	1%	-21%	-27%
CCNC(=S)N(CCCN(C)C)Cc1cc2cc3c(cc2[nH]c1=O)OCCO3	7%	14%	0%	-13	i	2%	-4%	3%	8%
Cc1ccc2c(c1)c1c3n2CCN(C(=O)CN2CCN(C)CC2)C3CCC1 (stereo not drawn)	?	?	21µM*	-22	i	23µM*	?	?	-7%
CCOC(=O)c1c(NC(=O)COc2ncnc3ccccc23)sc(C(C)=O)c1C	-2%	11%	-1%	62	i	-9%	-2%	?	5%
COc1ccccc1N1CCN(Cc2ccsc2)CC1	9%	-5%	0%	-6	i	1%	-5%	11%	-9%
Cc1cc(C)cc(N2C(N)=NC(N)=NC2c2cccc(Cl)c2)c1 (stereo not drawn)	?	?	11%	-54*	i	?	-8%	9%	-13%
COc1ccc(CNC(=O)c2ccc(N3CCOCC3)c([N+](=O)[O-])c2)cc1	-10%	-5%	-5%	-4	i	-23%	-16%	1%	7%
CC(=O)N1CCN(C(=O)c2ccc3c(c2)OCO3)CC1	18%	4%	24%	-2	i	19%	0%	-24%	7%
CCn1c2ccccc2c2cc(C3N=C(N)Nc4nc5ccccc5n43)ccc21 (stereo not drawn)	26%	-2%	-8%	10	i	0%	16%	21µM*	0%
O=C(c1cc2ccccc2oc1=O)N(Cc1ccc(F)cc1)C1CCS(=O)(=O)C1 (stereo not drawn)	0%	10%	0%	14	i	4%	1%	?	25%
O=C(CC1C(=O)OCCN1Cc1ccccc1)Nc1cccc(Cl)c1 (stereo not drawn)	nt	-4%	-13%	nt	i	nt	nt	nt	-9%
COc1ccc(CNC(=O)CSc2nnc3c(n2)[nH]c2ccc(F)cc23)cc1	4%	0%	1%	1	i	-18%	2%	10%	-9%
Cc1cccc(COC[C@H](Cc2ccccc2)N2CCN(C(=O)c3ccc(C(F)(F)F)cc3)CCC2=O)c1	?	?	?	-67*	?	?	nt	nt	?

Three of the entries above in order of their number in IL1B secr inh, highest first:
| Compound | IL1B secr inh | SW480 rereplic |
| --- | --- | --- |
| CCn1c2ccccc2c2cc(C3N=C(N)Nc4nc5ccccc5n43)ccc21 (stereo not drawn) | 10 | 16% |
| Cc1cnc(C(=O)OCC(=O)N(Cc2ccccc2)C(C)C)cn1 | -14 | -1% |
| Cc1cc(C)cc(N2C(N)=NC(N)=NC2c2cccc(Cl)c2)c1 (stereo not drawn) | -54* | -8% |

Other compounds follow.
SMILES	HT1080 IDH1KD tx	KB-3-1 tox	KB-V1 cytotox	IL1B secr inh	S2 tox	HT1080-NT tox	SW480 rereplic	MCF10A rereplic	ATXN2 expr inh
O=C(O)c1cccc(-n2cccc2/C=C2\SC(=O)N(Cc3ccccc3F)C2=O)c1	-7%	7%	5%	31	i	-1%	-9%	-2%	5%
CCOC(=O)C1CCC(CN(Cc2ccc(Cl)cc2)S(=O)(=O)c2cc(Cl)cc(Cl)c2)CC1 (stereo not drawn)	nt	?	17%	nt	i	nt	nt	nt	0%
O=C(CSc1nc(-c2ccc(F)cc2)cs1)N1CCN(C(=O)c2ccco2)CC1	0%	7%	-16%	20	i	3%	1%	6%	-13%
CSc1ncccc1C(=O)OCC(=O)NC(C)(C)C	4%	-1%	8%	35	i	3%	3%	-9%	2%
CCCCn1c(CCn2nc(C)c(Br)c2C)n[nH]c1=S	?	-4%	-8%	11	i	?	5%	-13%	5%
COc1cc(C(=O)Nc2cccc3c2CCCC3)cc(OC)c1OC	-14%	0%	12%	-3	i	-5%	-3%	-12%	6%
CN(Cc1ccccc1)C(=O)c1ccc(Nc2nc(C(N)Cc3ccccc3)cs2)nc1 (stereo not drawn)	21µM*	0%	-11%	-9	16µM*	?	nt	nt	14µM*
CN(C)CCN1CCN(C2CN(Cc3cn(Cc4cccc(C(F)(F)F)c4)nn3)S(=O)(=O)C2)CC1 (stereo not drawn)	17%	3%	-4%	54	i	11%	nt	nt	4%
Cc1cc2c(cc1S(=O)(=O)N(C)CC(=O)Nc1ccc(C#N)cc1)OCC(=O)N2	nt	4%	3%	nt	?	nt	nt	nt	-12%
O=C(N/N=C/c1c[nH]c2ccccc12)c1cc(Cl)ccc1O	-29%	-19%	-4%	4	i	?	-8%	0%	-5%
COc1cccc(CNCCNC(=O)c2nonc2N)c1	-1%	5%&-8%	-17%&-20%	-11	i	-4%	-1%	1%	-2%&-4%
CC(=O)Nc1cccc(NC(=O)CSc2nnc3ccccn23)c1	12%	0%	0%	1	i	14%	-3%	-3%	0%
CCS(=O)(=O)Nc1ccc(C2=NN(C(=O)c3ccco3)C(c3ccco3)C2)cc1 (stereo not drawn)	16µM*	3.7µM*	?	-4	?	?	?	9.2µM*	-14%
O=C(Nc1ccc(F)cc1)Nc1nnc([C@@H]2C[C@H](O)[C@@H](CO)O2)s1	5%	0%	-2%	0	i	13%	nt	nt	4%
Cc1nnc(NC(=O)CCN2C(=O)/C(=C\c3ccccc3)SC2=S)s1	-2%	12%	15%	22	i	6%	-3%	10%	-2%
Clc1cccc(OCCN2CCN(CCOc3cccc(Cl)c3)CC2)c1	?	16µM*	-12%	-85*	?	?	?	?	?
Cc1nc(-c2cccc(NC(=O)Cc3ccccc3)c2)cs1	-3%	-25%	16µM*	-11	i	2%	-8%	9%	0%
Cc1ccc(Cl)cc1NC(=O)Cn1c(SCC(=O)NCc2ccccc2)nc2ccccc21	nt	6%	3%	nt	i	nt	nt	nt	-15%
Cn1c(-c2sccc2OCc2cccc(C(F)(F)F)c2)n[nH]c1=S	0%	-12%	?	-27	i	-22%	-2%	2%	-12%

Bioassay records: PubChem, National Center for Advancing Translational Sciences (NCATS)

Rows were taken by chance; about 11% have a hit in one of these screens.
